Screening data deposited in PubChem BioAssay by several laboratories.
Anthrax LF prot: anthrax lethal factor protease inhibition. multiplex microsphere protease cleavage assay, LF. inhibition, % at 10 µM. 360,000 compounds, 0.12% hits. AID 588501; note: plate controls were buffer without enzyme for full effect and enzyme alone for no effect
Target sequence (P15917 whole entry, looked up): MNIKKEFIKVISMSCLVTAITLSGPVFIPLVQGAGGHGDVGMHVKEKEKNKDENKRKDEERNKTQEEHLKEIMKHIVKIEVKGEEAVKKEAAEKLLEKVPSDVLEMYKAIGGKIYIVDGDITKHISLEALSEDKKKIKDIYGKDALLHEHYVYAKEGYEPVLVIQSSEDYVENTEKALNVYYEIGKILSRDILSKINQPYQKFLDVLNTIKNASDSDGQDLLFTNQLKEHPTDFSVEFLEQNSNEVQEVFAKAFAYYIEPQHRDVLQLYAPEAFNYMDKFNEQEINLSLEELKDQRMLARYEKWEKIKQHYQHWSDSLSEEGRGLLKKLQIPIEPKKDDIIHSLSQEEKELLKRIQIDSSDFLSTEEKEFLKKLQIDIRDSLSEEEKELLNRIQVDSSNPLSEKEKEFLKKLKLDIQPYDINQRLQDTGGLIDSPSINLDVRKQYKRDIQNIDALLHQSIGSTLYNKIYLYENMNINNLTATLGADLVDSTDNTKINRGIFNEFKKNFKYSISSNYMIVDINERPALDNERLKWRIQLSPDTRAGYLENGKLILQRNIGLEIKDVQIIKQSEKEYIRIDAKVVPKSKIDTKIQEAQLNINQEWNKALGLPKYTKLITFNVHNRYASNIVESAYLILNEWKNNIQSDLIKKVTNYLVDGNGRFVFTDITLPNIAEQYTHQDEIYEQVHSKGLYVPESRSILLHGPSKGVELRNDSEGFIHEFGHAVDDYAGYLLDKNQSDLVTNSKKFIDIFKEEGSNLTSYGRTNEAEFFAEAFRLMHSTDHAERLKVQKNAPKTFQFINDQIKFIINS
PrPC TRFRET: cell surface PrPC inhibition, primary TR-FRET screen; P04156; TR-FRET read-out; inhibition, % at 13.8 µM; 370,000 compounds, 0.43% hits; AID 720596; in the data active = inhibition above about 24%; note: 0% = median of the test wells and 100% = reference compound wells
CCHF vOTU inh: CCHFV vOTU protease inhibition. Pep-AMC fluorescence. 370,000 compounds, 0.55% hits. inhibition, % at 11.5 µM; in the data active = inhibition above about 30%; note: 0% = vehicle wells with enzyme and 100% = no enzyme wells
PriA SSB inh: blocks PriA binding to SSB C-terminal tail; 430,000 compounds, 0.6% hits; inhibition, % at 33 µM; AlphaScreen SSBct-PriA binding, biotinylated peptide; in the data active = inhibition mostly above about 37%, no sharp cut-off; inactive = mostly below about 20%;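 note: plate controls were negative control peptide for no effect and reference peptide for full effect; strong numbers were not always called active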
BoNT-F LC inh: BoNT F light chain protease inhibition; Multiplex microsphere protease cleavage assay, flow cytometry; inhibition, % at 10 µM; 360,000 compounds, 0.22% hits; AID 588497; in the data active = inhibition above about 35%, passing the limit was not always enough; inconclusive = no clear call, values can overlap the other calls; note: plate controls were buffer without enzyme for full effect and enzyme alone for no effect
MazF activator: activators of E. coli MazEF toxin-antitoxin RNase | P0AE70 | 350,000 compounds, 0.32% hits | FAM/BHQ RNA-DNA oligo cleavage fluorescence, 5 h | AID 504720 | activation, % at 20 µM; in the data active = activation above about 50%
BoNT-A LC inh2: inhibitors of Botulinum neurotoxin A light chain protease | 360,000 compounds, 0.17% hits | multiplex microsphere protease substrate cleavage, flow cytometry | inhibition, % at 10 µM; note: plate controls were buffer without enzyme for full effect and enzyme alone for no effect
3CLpro inhibitor: SARS-CoV 3CLpro protease inhibition; P0C6X7; recombinant SARS-CoV 3CLpro, quenched FRET peptide cleavage; inhibition, % at 6 µM; 290,000 compounds, 0.14% hits; AID 1706; in the data active = inhibition above about 12%
Rv3671c protease: Rv3671c (M. tuberculosis) protease inhibition; P9WHR9; inhibition, % at 5.96 µM; 320,000 compounds, 0.048% hits; AID 2606; in the data active = inhibition above about 38%;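 note: extracellular domain of Rv3671c used as enzyme; 0% = enzyme with DMSO and 100% = no enzyme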
VHR inh abs: DUSP3 (human) phosphatase inhibition | P51452 | inhibition, % at 13.3 µM | AID 1654 | 290,000 compounds, 0.52% hits | recombinant VHR phosphatase, pNPP absorbance; in the data active = inhibition above about 50%; note: some compounds called inactive have numbers as strong as hits
Target sequence (P51452 whole entry, looked up): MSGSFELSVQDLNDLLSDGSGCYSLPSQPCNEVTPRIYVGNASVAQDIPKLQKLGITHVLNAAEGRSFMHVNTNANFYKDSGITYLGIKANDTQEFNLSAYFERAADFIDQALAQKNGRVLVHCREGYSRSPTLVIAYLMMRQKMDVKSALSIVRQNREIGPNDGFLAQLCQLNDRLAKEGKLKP
Active calls of the source: *; i = inactive; ? = inconclusive; . = no result given; & = joins results of further samples. Cut-off read from the data, not from the text of the source, unless noted: active = inhibition above about 30%; inconclusive = no clear call, values can overlap the other calls; inactive = below that. Only part of the results is shown. The share of hits here may be higher or lower than overall.

SMILES	Anthrax LF prot	PrPC TRFRET	CCHF vOTU inh	PriA SSB inh	BoNT-F LC inh	MazF activator	BoNT-A LC inh2	3CLpro inhibitor	Rv3671c protease	VHR inh abs
C[C@H]([C@@H](N)C(=O)N[C@@H](C(=O)O)[C@@H]1O[C@H](n2ccc(=O)[nH]c2=O)[C@@H](O)[C@H]1O)[C@@H](O)c1ccc(O)cn1	-7.5	7.2	-0.7	-1.2	-7.0	-3.3	0.5	-1.1	0.9	-3.0
Cc1cc(NC(=O)c2ccccc2)n(C)n1	6.1	-9.6	-8.7	-2.1	1.6	-2.4	0.1	-2.5	0.7	20.7
COc1ccc(-c2ccc(NS(=O)(=O)c3ccc([N+](=O)[O-])cc3)cc2)nn1	0.4	-9.4	4.6	-7.8	-4.0	1.8	-1.1	-1.2	-7.7	-5.6
COc1cccc2c(=O)n(CC(=O)N3CCCc4ccccc43)ccc12	-4.6	6.4	2.0	5.0&-1.3	-1.8	0.3	0.6	-2.7	0.9	23.2
Cn1c(=O)c2c(ncn2CC(=O)NC2CCCCC2)n(C)c1=O	-0.3	-3.3	16.2	6.4	-2.1	-15.7	-1.6	-1.6	6.7	19.2
CCC/C=N/NC(=O)c1ccccc1O	-6.3	-2.3	-13.8	.	0.6	-1.4	-1.3	4.0	2.8	14.7
Cc1ccc(S(=O)(=O)N(C)C[C@H]2OCc3cn(nn3)CCCC(=O)N([C@H](C)CO)C[C@@H]2C)cc1	1.4	0.7	-6.6	.	-2.6	5.6	0.3	.	.	.
COc1ccc(Nc2cccccc2=O)cc1	-10.8	-22.4	2.6	-13.4	-16.2	1.7	-0.9	1.6	1.9	34.0
CCOc1ccc(C(C(=O)NCC2CCCO2)N(CCc2cccc(C)c2)C(=O)c2snc(C(N)=O)c2N)cc1 (centres undefined)	-0.5	-9.7	-18.4	-1.8	0.8	3.2	-0.5	2.0	.	48.2
Cc1ccc(-c2nc(CS(=O)(=O)CC(=O)NCCCN(Cc3ccccc3)C(C)C)c(C)o2)cc1	-1.1	-11.1	17.0	-3.0	-2.0	5.6	-2.2	0.8	-7.4	-8.2
O=C(O)C1C(c2ccccc2)c2ccccc2C(O)C1CO (centres undefined)	-3.9	2.5	-3.6	-5.6	2.4	-16.2	-0.1	.	.	.
CC(C)Oc1ccc(S(=O)(=O)N2CCCCC2)cc1NC(=O)C1CCCC1	?	-0.7	19.4	-9.6	?	0.9	?	.	-4.0	.
COc1ccc(CCNCC(O)Cn2c3ccccc3c3ccccc32)cc1OC (centres undefined)	-9.8	-25.8	7.3	8.6	-11.4	15.6	0.3	2.0	-3.2	22.5
O=C(Cc1cccc2ccccc12)NCCC1=CCCCC1	-0.7	0.2	19.3	-12.2	2.5	-9.2	0.7	1.8	-5.9	1.9
Cc1ccc(S(=O)(=O)N2CCC(NC(=O)c3cccc(C)c3)CC2)cc1	1.3	-2.2	-9.5	3.1	-1.9	-3.9	-0.5	0.0	0.7	16.6
COc1cc(C2SCC(=O)N2c2nnc(C34CC5CC(CC(C5)C3)C4)s2)cc(OC)c1OC (centres undefined)	-4.2	-7.5	-3.4	-1.4	-1.7	-10.3	0.3	-1.8	-14.6	-3.7
O=C(Nc1ccccc1Cl)c1cc(C2CCCCN2S(=O)(=O)c2ccccc2)on1 (centres undefined)	-6.8	5.9	9.2	.	0.3	.	0.0	.	.	.
Fc1ccc(/C=N/Nc2nc(-c3cccnc3)nc3ccccc23)cc1	-6.8	5.6	1.6	i	-8.4	-7.8	-0.6	0.9	-8.7	1.5
CC(C)N(C(=O)CSc1ccc(S(=O)(=O)N2CCCCC2)cn1)C(C)C	?	-0.7	14.5	-14.5	1.9	9.0	0.6	.	-0.6	.
O=C(COC(=O)/C=C/c1ccc(S(=O)(=O)N2CCc3ccccc32)cc1)NC1CCS(=O)(=O)C1 (centres undefined)	7.2	-3.3	-3.2	-9.3	-4.7	6.2	-1.5	5.9	-3.7	25.6
NC(=O)c1cc(NC(=O)CCc2nc3ccccc3s2)cc(C(N)=O)c1	-20.4	36.7*	-9.6	9.4	-33.6	-4.8	-3.7	4.9	3.5	11.3
CCCSc1nnc(-c2cnn(-c3ccccc3)c2-n2cccc2)n1C	-0.2	3.2	5.6	9.9	4.4	-6.1	0.4	-7.6	1.4	22.8
NS(=O)(=O)c1ccc(N2N=C(c3ccccc3)CC2c2cccc(F)c2)cc1 (centres undefined)	-3.4	4.2	-314.6	-36.9	-10.8	-1.1	-1.0	4.1	7.6	8.5
Cc1c(N=Cc2c(O)n(Cc3ccco3)c(=O)[nH]c2=O)c(=O)n(-c2ccccc2)n1C	0.1	2.1	-3.7	-7.4	8.8	-1.9	-0.3	-1.4	8.9	-2.4
N=C1C(c2nc(-c3ccc(F)cc3)cs2)=C(O)CN1Cc1ccc(Cl)cc1	-0.9	4.5	-3.4	-2.2	-9.2	19.4	-0.1	-2.3	-1.5	-9.9

6 records drawn at random from those above, as already listed:
SMILES	Anthrax LF prot	PrPC TRFRET	CCHF vOTU inh	PriA SSB inh	BoNT-F LC inh	MazF activator	BoNT-A LC inh2	3CLpro inhibitor	Rv3671c protease	VHR inh abs
Cc1cc(NC(=O)c2ccccc2)n(C)n1	6.1	-9.6	-8.7	-2.1	1.6	-2.4	0.1	-2.5	0.7	20.7
Cn1c(=O)c2c(ncn2CC(=O)NC2CCCCC2)n(C)c1=O	-0.3	-3.3	16.2	6.4	-2.1	-15.7	-1.6	-1.6	6.7	19.2
N=C1C(c2nc(-c3ccc(F)cc3)cs2)=C(O)CN1Cc1ccc(Cl)cc1	-0.9	4.5	-3.4	-2.2	-9.2	19.4	-0.1	-2.3	-1.5	-9.9
O=C(COC(=O)/C=C/c1ccc(S(=O)(=O)N2CCc3ccccc32)cc1)NC1CCS(=O)(=O)C1 (centres undefined)	7.2	-3.3	-3.2	-9.3	-4.7	6.2	-1.5	5.9	-3.7	25.6
O=C(Nc1ccccc1Cl)c1cc(C2CCCCN2S(=O)(=O)c2ccccc2)on1 (centres undefined)	-6.8	5.9	9.2	.	0.3	.	0.0	.	.	.
Fc1ccc(/C=N/Nc2nc(-c3cccnc3)nc3ccccc23)cc1	-6.8	5.6	1.6	i	-8.4	-7.8	-0.6	0.9	-8.7	1.5

Later entries:
SMILES	Anthrax LF prot	PrPC TRFRET	CCHF vOTU inh	PriA SSB inh	BoNT-F LC inh	MazF activator	BoNT-A LC inh2	3CLpro inhibitor	Rv3671c protease	VHR inh abs
O=C(CC1Sc2ccccc2NC1=O)NNc1cc(Cl)ccc1Cl (centres undefined)	4.0	6.2	3.5	2.2	-1.2	12.4	0.2	.	.	.
COc1ccc(Cn2c(SCC(=O)NCc3ccco3)nc3ccsc3c2=O)cc1	-0.5	2.4	13.2	2.2	2.5	4.1	0.2	-1.6	0.0	-3.7
CCOc1ccc(NC(=O)CN(C)C(=O)c2ccc(COc3ccccc3)cc2)cc1OCC	-1.7	6.1	8.7	-1.3	18.2	1.2	4.9	.	-5.0	.
COC(=O)c1ccc(Cn2nc(C)c(Cl)c2C)o1	-0.4	-3.6	11.8	-5.7	-1.7	-3.6	0.3	4.8	-1.8	-3.3
Cc1cccc(NC(=O)CCC(=O)OCC(=O)c2ccc(Oc3ccc([N+](=O)[O-])cc3)cc2)c1	1.4	-0.6	12.4	12.4	3.8	-6.7	0.1	-2.8	0.8	-4.7
C=CCOCC(O)Cn1c(N2CCCC2)nc2c1c(=O)[nH]c(=O)n2C (centres undefined)	0.3	-2.5	-17.5	-11.2	-11.3	3.0	0.0	-1.3	1.8	0.3
O=C(Nc1cc(Cl)ccc1Cl)c1cc(-c2ccco2)on1	1.3	1.8	2.1	-7.0	-11.6	7.1	2.0	2.6	-12.9	26.0
Cc1cccc(NC(=S)NCc2ccc(F)cc2)c1C	-10.0	-1.9	-7.2	0.0	7.6	4.4	-0.3	-1.9	-5.6	-6.1
Cc1cc(NC(=O)CSc2cn(CC(=O)N(C(C)C)C(C)C)c3ccccc23)no1	-1.1	5.4	10.7	-3.0	-0.9	2.1	0.1	-1.7	0.2	17.9
COc1ccc(NC(=O)c2cc3c(=O)n4ccccc4nc3n2C)cc1OC	-6.6	4.3	-13.8	20.4	-5.0	11.9	-0.7	-3.2	3.6	22.3
CCN(C[C@H]1N[C@@](Cc2ccccc2)(C(=O)OC)[C@H]2C(=O)N(Cc3ccccc3)C(=O)[C@@H]12)C(C)=O	0.7	1.9	-6.2	-0.4	-8.6	7.4	-0.3	.	-0.7	.
O=C(Nc1cccc(F)c1)c1ccc(-c2ccccc2Cl)o1	-5.1	.	.	-16.2	1.7	-7.9	-0.3	-0.6	-77.2	-7.3
CC(=O)N(C1=NCCCS1)c1ccc(Cl)cc1	7.0	-2.3	-8.1	-10.2	-0.4	-10.4	0.2	6.3	-0.5	12.4
Cn1ncc(N2CCN(C(=O)c3ccc(Cl)cc3)CC2)c(Cl)c1=O	-1.5	7.5	0.7	-2.2	2.3	6.2	1.8	2.3	1.6	14.9
CCn1nccc1C(=O)Nc1nccs1	3.3	6.3	-7.9	7.0&-1.8	-1.2	4.9	1.2	4.6	-0.5	-11.2
COc1cccc(Nc2nc(Nc3ccc(Cl)c(C(=O)O)c3)nc(C)c2[N+](=O)[O-])c1	-3.1	-2.9	0.0	-18.6	6.7	-3.5	1.6	.	-62.2	.
COC(=O)c1c(N2C(=O)[C@H]3[C@@H](C2=O)[C@]2(C(=O)Nc4c(C)cc(C)cc42)N2CCC[C@@H]32)sc(C)c1C	-1.2	-1.8	3.7	-0.1	-7.4	-12.3	-0.2	3.3	-11.3	7.6
Cc1nn(C)cc1NC(=O)Cn1nc(C(F)(F)F)cc1C1CC1	2.8	3.8	11.4	-10.0	-3.6	-1.2	-0.6	6.4	0.9	1.7
CCc1cc(=O)oc2cc(OCC=C(C)C)ccc12	1.3	13.8	-14.2	-9.4	-3.8	-7.3	-0.6	0.4	-4.2	-1.2
O=C(O)CC1S/C(=N\N=C2\C(=O)Nc3ccccc32)N(c2ccc(O)cc2)C1=O (centres undefined)	15.5	-12.7	9.6	.	-8.4	-2.9	-1.0	2.0	2.6	14.6
Cc1ccccc1C(=O)N1CCc2cc(-c3csc(NC(=O)CN4CCCC4)n3)ccc21	8.5	-3.7	3.2	6.7	-5.6	5.2	-1.2	1.7	-1.5	-5.4
COc1ccc(Nc2ccc(N3C(=O)CCCC3=O)cc2[N+](=O)[O-])c(OC)c1	1.0	-40.8	8.7	30.7	-5.3	3.1	-0.1	1.5	7.8	-0.9
Nc1cc(Nc2ccccc2)c2nonc2c1[N+](=O)[O-]	2.1	-61.3	7.5	3.6	-2.5	37.7	-0.2	2.8	-4.9	19.7
O=C(NCC1CCCN1S(=O)(=O)c1cccs1)C(=O)Nc1cccc(F)c1 (centres undefined)	-0.4	10.6	1.9	-4.5	-16.0	3.8	-1.2	.	-3.6	.
O=C(Nc1ccc(Oc2cccc3ccccc23)cc1)c1ccco1	-8.5	-3.6	8.5	-9.0	-13.4	-19.4	-0.5	2.1	-26.2	2.3
CCOC(=O)CSc1nc2ccccc2c(=O)n1CCCCCC(=O)NCc1ccco1	-4.2	-3.3	7.2	-9.4	-8.9	3.3	0.4	2.9	-4.4	14.0
CN1CCN(/N=C/c2cccc(Cl)c2Cl)CC1	-3.9	-1.7	4.5	.	-19.3	4.3	-3.2	0.5	0.6	13.6
Cc1ccc(CN2C(=O)C[C@@H](NC(=O)OCC3c4ccccc4-c4ccccc43)C/C=C\C2c2ccc(C)cc2)cc1 (some centres undefined)	-4.7	-5.2	32.2*	0.4	-6.9	-14.3	-0.6	.	.	.
O=c1cc(CN2CCN(C/C=C/c3ccccc3)CC2)c2cc(O)ccc2o1	-3.3	-12.4	-4.5	4.6	2.0	1.2	-0.1	4.8	0.4	39.4
O=C(CN1C(=O)/C(=C2/SC(=S)N(CCS(=O)(=O)O)C2=O)c2ccccc21)Nc1cccc(Br)c1	-2.6	-1.4	-2.0	3.1	-0.7	-21.8	0.2	.	3.9	.
